Screening results deposited in PubChem BioAssay by National Center for Advancing Translational Sciences (NCATS).
KB-3-1 tox = KB-3-1 parental cell cytotoxicity; KB-3-1 viability, CellTiter-Glo ATP luminescence, 72 h; Potency, µM (series often up to 46.1 µM), inactives show at the highest dose activity change, negative = cytotoxic, most hits filed as cytotoxic; 400,000 compounds, 1.4% hits; further: potency means the concentration at half of the fitted maximal effect; on the % scale 0 is the no-effect control and ±100 the full control effect; nearly all actives have a fitted effect of over 60% in size
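Parental KB-3-1 viability, qHTS format: 72 h compound exposure, 37 °C; CellTiter-Glo; media-only wells and DMSO plates as controls; concentration-effect fits on corrected data.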
HT1080 IDH1KD tx = toxicity to HT-1080 IDH1 knockdown cells (counter line); AID 686971; 360,000 compounds, 2% hits; HT-1080 IDH1 knockdown viability, ATP luminescence, 48 h; Potency, µM (top dose mostly 46.1 µM), inactives show top-dose activity, negative = toxicity, hits mostly cytotoxic;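 further: potency means the concentration at half of the fitted maximal effect; 0% = DMSO wells and -100% = cell-free medium wells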
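HT-1080-IDH1KD cells (IDH1 knocked down), 750/well in RPMI with 5% FBS, treated with compound 48 h at 37 degrees C. Viability by CellTiter-Glo luminescence, normalised to DMSO and no-cell wells; concentration-response curves classed.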
HT1080-NT tox = kills 2HG-producing HT-1080-NT fibrosarcoma cells; 360,000 compounds, 1.6% hits; Potency, µM (doses to about 46.1 µM), for the others: at the top dose activity, negative = less viability, most hits filed as cytotoxic; HT-1080-NT fibrosarcoma viability, CellTiter-Glo ATP luminescence, 48 h;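 further: NT is the 2HG producing partner of a matched IDH1 knockdown line; potency means the concentration at half of the fitted maximal effect; 0% = DMSO-treated cells and -100% = media-only wells without cells; nearly all actives have a fitted effect of over 55% in size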
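Viability of the 2HG-overproducing fibrosarcoma line after 48 hours of compound exposure at 37 degrees C was determined by luminescence with CellTiter-Glo, and concentration-effect curves were then fitted and categorized.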
KB-V1 MDR tox = kills drug-selected multidrug resistant KB-V1 cells. KB-V1 MDR cells viability, CellTiter-Glo, 72 h. Potency, µM (series often up to 46.1 µM), for inactives: at the highest dose activity change, negative = cytotoxicity, hits mostly cytotoxic. 400,000 compounds, 3.4% hits; further: potency means the concentration at half of the fitted maximal effect; on the % scale 0 is the no-effect control and ±100 the full control effect; nearly all actives have a fitted effect of over 60% in size
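Potencies derive from concentration-effect curves fitted to normalized luminescence (CellTiter-Glo) of KB-V1 cells treated for 72 h at 37 degrees C in phenol-red-free DMEM containing 10% FBS.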
HEK293 tox = cytotoxicity in counter-screen for GLP-1R inverse agonists; Potency, µM (top dose mostly 38.3 µM), for inactives: at the top dose activity change, negative = inhibition, actives largely listed as inhibitors; 410,000 compounds, 0.13% hits; HEK293 cAMP-luciferase reporter cells, luminescence, 24 h;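 further: loss of luciferase light is scored as toxicity; potency means the concentration at half of the fitted maximal effect; on the % scale 0 is the no-effect control and ±100 the full control effect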
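Luminescence readout: signal drop marks cytotoxicity. Plated cells grew 12 h at 37 °C, 5% CO2, received 23 nL compound for 24 h, then got luciferase reagent, read after 12 min at RT.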
SW480 rereplic = induces DNA re-replication in SW480 colon adenocarcinoma cells | 340,000 compounds, 1.8% hits | SW480 DNA re-replication, Hoechst DNA content imaging, 48 h | Potency, µM (series often up to 46.1 µM), without a hit: at the highest dose re-replication activation, most hits filed as activators; further: potency means the concentration at half of the fitted maximal effect; % of control where 0% means no effect; nearly all actives have a fitted effect of over 55% in size
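First, 250 cells per well were seeded. Next, compound or vehicle (23 nL) was pinned in, plates sat 48 hr at 37 C. Finally Hoechst was added for 40 min before fluorescence scanning.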
MCF10A rerep = inducers of DNA re-replication in MCF 10A breast cells. MCF 10A DNA re-replication, Hoechst nuclear intensity, 48 h. Potency, µM (highest dose often 46.1 µM), inactives show top-dose activity, positive = re-replication, hits mostly activators. 350,000 compounds, 2.9% hits. AID 624296; further: potency means the concentration at half of the fitted maximal effect; % of control where 0% means no effect; nearly all actives have a fitted effect of over 50% in size
IL1B secr inh = inflammasome signaling inhibition, IL-1 beta readout. THP-1 LPS/ATP IL-1B secretion, AlphaLISA, 16 h; active compounds read low. activity change, % at 57.5 µM. 360,000 compounds, 4.7% hits. AID 743279; in the data active means activity change below about -50%; inconclusive means mostly about -30% to -49%; further: on the % scale 0 is the no-effect control and ±100 the full control effect
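THP-1 cells pretreated 1 hr with compounds (up to 57.5 uM final), then stimulated with LPS (250 ng/mL final) plus ATP (1.25 mM final); secreted IL-1B measured by AlphaLISA after 16 hr, decreased signal indicating inhibition.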
D3 ag = D3 dopamine receptor (human) agonism. D3R DiscoveRx beta-arrestin cells, luminescence, 90 min. P35462. 410,000 compounds, 0.58% hits. AID 652048. max activation, %; in the data active means max activation above about 30%; further: 0% is about no effect; mostly tested at two doses, the higher about 12 µM
Target sequence (P35462 whole entry, looked up): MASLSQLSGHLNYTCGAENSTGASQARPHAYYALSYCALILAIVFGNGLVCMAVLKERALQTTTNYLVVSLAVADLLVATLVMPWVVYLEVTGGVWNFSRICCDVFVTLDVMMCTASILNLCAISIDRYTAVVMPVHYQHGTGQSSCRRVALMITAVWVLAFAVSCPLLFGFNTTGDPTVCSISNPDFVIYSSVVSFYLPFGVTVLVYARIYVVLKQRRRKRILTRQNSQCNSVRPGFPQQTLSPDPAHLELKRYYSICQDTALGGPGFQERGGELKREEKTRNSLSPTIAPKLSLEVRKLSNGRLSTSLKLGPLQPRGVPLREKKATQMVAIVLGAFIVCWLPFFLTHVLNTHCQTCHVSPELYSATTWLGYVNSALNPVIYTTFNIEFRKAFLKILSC
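Agonist mode: compounds and dopamine controls were applied to plated cells for 90 min at 37 degrees C after an overnight attachment at 1500 cells/well. Luminescent read-out followed 30 - 60 minutes at room temperature with DiscoveRx detection reagent.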
Starred values were filed as active, the others as inactive; ? = inconclusive; . = no result given; [ ] = remark or other dose. Unless noted, the call rests on the fitted dose curve; in most records, active means well fitted curve in the direction sought with a large enough effect; inconclusive means small, poorly fitted or top-dose-only effect, or another doubt; inactive means no such curve, though single readings can be large; an effect the other way counts as inactive or inconclusive. Compounds as they come. Share with any hit: about 11%.

SMILES | KB-3-1 tox | HT1080 IDH1KD tx | HT1080-NT tox | KB-V1 MDR tox | HEK293 tox | SW480 rereplic | MCF10A rerep | IL1B secr inh | D3 ag
CCC(=O)N1c2ccccc2CC1C(=O)NCCCN1CCN(c2ccc(OC)cc2)CC1 (stereo not given) | -8% | . | . | 2% | 3% | . | . | . | -20
Cc1cc(C)n(CCCNC(=O)c2ccc3c(c2)NC(=O)CS3)n1 | 5% | 0% | -2% | 16% | 12% | -12%[9.22 µM] | -19% | -19 | -2
CCCCn1c(N)c(N(CC(C)C)C(=O)c2ccc(C)o2)c(=O)[nH]c1=O | 15% | 0% | 11% | 2% | 3% | -28% | 2% | -3 | -3
Cc1cc(=O)oc(C)c1C(=O)Nc1ccc(N(C)C)cc1 | 3% | -1% | 3% | 20% | 1% | -11% | -2% | 3 | 0
O=C(NCc1ccc(Cl)cc1)C(=O)c1cn(CC(=O)N2CCOCC2)c2ccccc12 | 18% | 0% | -10% | -1% | -12% | -19% | 16% | 2 | -2
Cc1cc(C(=O)CN2C(=O)NC3(CCCc4ccccc43)C2=O)c(C)n1C (stereo not given) | 0% | 10% | 15% | -19% | 7% | -2% | 2% | -6 | -10
CNC(=O)c1cc(C(=O)c2ccc(Cl)cc2)c(Br)[nH]1 | -11% | 0% | 0% | -7% | 4% | -5% | -8% | 6 | -3
CCOC(=O)/C(N=Nc1cc(C(=O)O)cc(C(=O)O)c1)=C(\O)CCl | 13% | 0% | 0% | -12% | 75%[activator] | -33%[inhibitor] | 10% | 35 | 2
O=C(COC(=O)c1nc(Cl)ccc1Cl)Nc1ccccc1OC(F)F | -4% | 0% | 0% | 1% | 15% | 5% | 0% | 16 | 2
CN1CCN(S(=O)(=O)c2cccc(C(=O)N(c3ccccn3)C3CCCCC3)c2)CC1 | 16% | 5% | 14% | 0% | -4% | 1% | 1% | 17 | 6
CN1CCN(/N=C/c2ccc(N(C)c3ccccc3)cc2)CC1 | 15% | 14% | -1% | -1% | -1% | -2% | ? | 13 | -3
CCCN1Cc2cccc(C(=O)Nc3ccc(C)cc3)c2C1=O | 5% | 14% | 11% | 5% | 6% | 1% | 7% | ? | 5
CC(Oc1cc2oc(=O)c3c(c2cc1Cl)CCCC3)C(=O)NCc1ccncc1 (stereo not given) | -5% | -4% | 2% | 12% | 1% | -9% | -3% | -17 | 0
O=C(CN(Cc1ccccc1)S(=O)(=O)c1ccc2c(c1)OCCO2)N/N=C/c1cccc(Br)c1 | -24% | -15% | -8% | 18µM* | -5% | 0% | 7% | -13 | -5
CN(c1ccc(OCC(=O)Nc2nc(-c3ccccc3)cs2)cc1)S(=O)(=O)c1ccc(F)cc1 | -25% | -4% | 8% | ? | 5% | 3% | -1% | 19 | -11
CCOc1ccc(CN(C)C(=O)CN2C(=O)NC(c3ccccc3)(c3ccccc3)C2=O)cc1 | -10% | ? | ? | 0% | -3% | 0% | 15% | -59* | -9
CCCCOc1cccc(C(=O)NC(=S)Nc2cccnc2)c1 | 2% | 1% | -3% | 18µM* | ? | -6% | 3% | 0 | -6
Cc1cc(C(O)c2ncc(-c3ccccc3F)[nH]2)ccc1F (stereo not given) | 0% | 17% | -8% | 2% | 1% | . | . | 3 | -7
COc1ccc(O)c(-c2cc(-c3ccccc3[N+](=O)[O-])[nH]n2)c1 | ? | -10% | -4% | 3% | 16% | 3% | 5% | 0 | 3
O=C(CN1CCCC1c1cccs1)Nc1cc(S(=O)(=O)N2CCCC2)ccc1Cl (stereo not given) | -2% | 0% | -9% | -24% | -2% | 49% | 31% | 9 | -5
COC(=O)[C@H](CC(C)C)NC(=O)Nc1ccc(F)cc1 | -3% | 5% | 7% | 1% | -2% | 3% | 1% | 23 | -4
Cc1ccc(NC(=O)Cc2nc(CCl)cs2)cc1 | -4% | 7% | 4% | -15% | -3% | 2% | 16% | 0 | -5
CC1=NNC(=O)C1Oc1ccccc1 (stereo not given) | ? | 3% | -14% | -7% | 8% | 1% | -2% | 13 | 11
CCN(C(=S)NCc1ccccc1)c1ccccc1 | -26% | 2% | 6% | -5% | -14% | -1% | 20% | 40 | 10
CCOc1cc(-c2noc(-c3ccncc3)n2)cc(Br)c1OC | ? | ? | ? | -6% | -9% | -3% | 17% | 19 | 4
O=C(O)c1ccc(S(=O)(=O)N2CCCc3ccccc32)cc1 | -14% | 4% | 13% | 5% | 3% | -28% | -1% | 84 | -1
CN(C)c1ccc(P(=O)(OC2CCCCC2)C(O)c2cccnc2)cc1 (stereo not given) | 7% | 1% | 2% | 3% | 3% | 2% | 6% | 9 | 3
Cc1nonc1NC(=O)CSc1nnnn1-c1ccccc1 | 2% | 21% | 18% | 6% | 20% | 0% | -2% | -27 | 5
Cc1ccccc1-c1noc(-c2cccnc2N2CCN(c3ccccc3)CC2)n1 | -1% | . | . | -12% | 2% | . | . | . | 5
COc1ccc(/C=N/NC(=O)c2[nH]c(C)c(C(=O)N/N=C/c3ccc(OC)cc3)c2C)cc1 | 9% | 1% | -6% | ? | 6% | -3% | ? | -18 | 14
CCOC(=O)C1CCCN(CC(=O)Nc2ccc(C(=O)Nc3ccccc3OC)cc2)C1 (stereo not given) | 24% | -7% | -4% | ? | 0% | 13% | 8% | -4 | -15
CCCc1cnc2c(c1SCC(=O)Nc1ccc([N+](=O)[O-])cc1)c(=O)n(C)c(=O)n2C | -1% | . | . | -11% | 4% | . | . | . | -5
COc1ccc(Cl)cc1C(=O)NNC(=O)CNC(=O)c1ccco1 | 28% | 6% | 9% | ? | -28% | -7% | -4% | 7 | 6
C=CCn1c(Cc2ccccc2)n[nH]c1=S | -6% | 26% | 19% | 2% | 13% | -6% | 1% | 15 | 4
Cc1ccc(S(=O)(=O)CC(=O)Nc2nc(C(C)(C)C)cs2)cc1 | -19% | -9% | -17% | -21% | -2% | -49%[inhibitor] | 9% | -19 | -3
COc1ccc(NC(=O)C2(S(=O)(=O)c3ccc(C)cc3)CC2)cc1OC | -2% | 1% | 21% | 5% | -6% | -10% | -11% | -5 | 2
Cc1ccccc1CN1C(=O)[C@H]2Cc3c([nH]c4ccccc34)C(C)(C)N2C1=O | -15% | . | . | ? | . | 3% | ? | . | .
CCOC(=O)c1ccccc1NC(=O)CSc1nc(N)cc(N)n1 | 2% | -3% | 1% | 9% | -12% | 2% | 2% | -14 | -8
COc1ccc(C(=O)CSc2nnc(CNc3ccc(F)cc3)o2)cc1 | -9% | 0% | -10% | -26% | 3% | -1% | 6% | 16 | 2
CCCC(=O)NCc1nc2ccccc2n1CC(=O)c1ccccc1 | -2% | 3% | 12% | -15% | -1% | -2% | -1% | -6 | -1
Cc1ccc(-n2nc3c(c2NC(=O)c2ccc4c(c2)OCO4)CSC3)c(C)c1 | ? | -3% | -2% | 5% | 4% | -7% | 5% | -3 | -2
O=C(Cn1[nH]c(=O)c2ccccc2c1=O)Nc1cccc(-c2nnc3n2CCCCC3)c1 | 5% | -16% | -10% | -7% | -1% | 2% | 0% | 18 | -1
CNc1nc(Cl)c(SC)c(NC2CCCCC2)n1 | -18% | 7% | 8% | -30% | 13% | 4% | 17% | 4 | -4
COc1ccccc1-c1cnc(C(O)c2c(C)cccc2C)[nH]1 (stereo not given) | -4% | -6% | -9% | ? | -5% | . | . | 8 | 6
Cc1ccc(NC(=O)c2ccccc2OCC(=O)c2ccccc2)cc1 | -3% | -18% | -11% | 6% | 5% | 21% | 14% | -25 | -2
Cn1c(COc2ccccc2)nnc1SCCSc1nnc(COc2ccccc2)n1C | -5% | 0% | 1% | ? | -12% | 4% | 18% | -14 | -1
Nc1ccc2ncccc2c1 | 0% | -1% | 4% | 25% | 5% | 1% | -17% | 3 | -18
O=C(Nc1ccc(NC(=O)C2CCCN2C(=O)OCc2ccccc2)cc1)c1ccco1 (stereo not given) | -10% | -2%[9.24 µM] | 9% | ? | 18% | -3% | 5% | -1 | -9
CC(C)(C)OC(=O)NCc1ccc(CNC(=O)c2nc[nH]c2C(=O)NCc2ccccc2)cc1 | -6% | -21% | -21% | -6% | 6% | ? | ? | -19 | 12
COc1ccc(C(CC(=O)N2CCCCC2)c2c(OC)cc(OC)c3c(-c4ccccc4)cc(=O)oc23)cc1 (stereo not given) | 0% | -13% | -24% | ? | -30% | -4% | 18% | -19 | -18
COc1ccc(-c2c3c(nc4sc(C(=O)Nc5ccc(Cl)cc5)c(N)c24)CC(C)(C)CC3=O)cc1 | 2% | . | . | -7% | 8% | . | . | . | -13
O=C(Nc1ccc(F)cc1F)c1c(C(F)(F)F)ccnc1Oc1ccc(Cl)cc1 | -9% | -13% | -20% | -16% | -12% | 12% | 0% | 4 | -9
CCC(Sc1nncn1C)C(=O)Nc1cc(C)on1 (stereo not given) | 5% | ? | 8% | 0% | 3% | 0% | 0% | 10 | 8

Single records, from the list above:
Shown for O=C(Nc1ccc(F)cc1F)c1c(C(F)(F)F)ccnc1Oc1ccc(Cl)cc1 = KB-3-1 tox = -9%; HT1080 IDH1KD tx = -13%; HT1080-NT tox = -20%; KB-V1 MDR tox = -16%; HEK293 tox = -12%; SW480 rereplic = 12%; MCF10A rerep = 0%; IL1B secr inh = 4; D3 ag = -9
Shown for Cn1c(COc2ccccc2)nnc1SCCSc1nnc(COc2ccccc2)n1C = KB-3-1 tox = -5%; HT1080 IDH1KD tx = 0%; HT1080-NT tox = 1%; KB-V1 MDR tox = ?; HEK293 tox = -12%; SW480 rereplic = 4%; MCF10A rerep = 18%; IL1B secr inh = -14; D3 ag = -1
